Assay outcomes as filed in PubChem.
LGR2 inh = inhibitors of bursicon-induced Drosophila LGR2 receptor cAMP signaling. HEK293 LGR2, CRE-luciferase, bursicon-stimulated, 4 h. inhibition, % at 9.99 µM. hit rate 0.35% among 380,000. AID 720647;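 active = drop in luminescence signal, shown as inhibition above about 50% in the replicate tests, limit read from the data, passing the limit was not always enough; inconclusive = probably only some replicates passing the limit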;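 also: agonist challenge used bursicon conditioned medium at about half maximal strength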
PAX8 inh HTS = inhibitors of PAX8 transcriptional activity in RMG-I cells; inhibition, % at 12.6 µM; AID 652154; RMG-I TPO-luciferase reporter, SteadyGlo, 24 h; hit rate 1.2% among 360,000;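 active = mean replicate inhibition at least 60% with every replicate also reaching 60%; inconclusive = only one of the two criteria is met; inactive = mean below 60% and not all replicates reaching 60%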;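 also: luciferase light reporting Pax8 driven TPO promoter activity; plate controls were median of neutral control wells for no effect and mitoxantrone controls for full effect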
DENV2 CPE = DENV2-induced cell death inhibition; CPE inhibition, % at 9.99 µM; DENV2-infected cells, cytopathic effect rescue, plate reader; hit rate 1.7% among 350,000; in the data active = CPE inhibition above about 20%, passing the limit was not always enough; inconclusive = no clear call, values can overlap the other calls; tested in BHK-21 cells;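 also: 0% = median of neutral control wells and 100% = median of positive control wells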
EWS-Fli block = EWS/Fli transcriptional activity inhibition; hit rate 0.67% among 350,000; inhibition, % at 12.6 µM; A673 NR0B1-luciferase reporter, viability-normalised;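 active = mean inhibition of at least 50% after viability correction, with every replicate also passing that limit; inconclusive = mean reaches 50% but only one of two replicates passes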;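 also: firefly luciferase signal divided by Alamar Blue viability fluorescence both relative to DMSO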
CASP6 VEID inh = inhibitors of human caspase-6. purified caspase-6, Z-VEID-R110 cleavage fluorescence. inhibition, % at 12.5 µM. hit rate 0.53% among 350,000. AID 686996;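 active = mean inhibition across replicates at least about 35%, with every replicate also reaching that limit, limit read from the data; inconclusive = only one of the two criteria met; inactive = neither criterion met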;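 also: 0% = median of neutral control wells and 100% = no fluorescence left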
Target sequence (P55212 24-179 limits assumed): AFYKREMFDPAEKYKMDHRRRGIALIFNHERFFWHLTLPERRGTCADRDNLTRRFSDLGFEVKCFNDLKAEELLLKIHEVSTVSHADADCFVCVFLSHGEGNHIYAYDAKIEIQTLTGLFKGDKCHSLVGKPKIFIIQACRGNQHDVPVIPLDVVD
Target sequence (P55212 194-293 limits assumed): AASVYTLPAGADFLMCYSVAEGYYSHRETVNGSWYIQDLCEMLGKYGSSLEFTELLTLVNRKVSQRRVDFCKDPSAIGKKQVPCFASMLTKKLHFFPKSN
ARNT-TACC3 inh = disruptors of human ARNT/TACC3 interaction; inhibition, % at 9.99 µM; AlphaScreen His-ARNT PAS-B/GST-TACC3 binding, luminescence; TACC3 fragment carries E629A point mutation; AID 623870; hit rate 0.66% among 390,000;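 active = mean inhibition of replicates at least 50% and at least half of replicates each reaching 50%; inconclusive = half or more replicates reach 50% but mean below 50%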;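 also: 0% = complete ARNT plus TACC3 wells and 100% = ARNT alone without TACC3; many hits fall short of the cut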
SIRT5 inh = inhibitors of human sirtuin-5 desuccinylase. Q9NXA8. Purified SirT5, succinyl-peptide AMC, trypsin-coupled fluorescence. inhibition, % at 15 µM. hit rate 1.1% among 330,000. AID 652115; in the data active = inhibition above about 15%; inconclusive = no clear call, values can overlap the other calls
Target sequence (Q9NXA8 whole entry, looked up): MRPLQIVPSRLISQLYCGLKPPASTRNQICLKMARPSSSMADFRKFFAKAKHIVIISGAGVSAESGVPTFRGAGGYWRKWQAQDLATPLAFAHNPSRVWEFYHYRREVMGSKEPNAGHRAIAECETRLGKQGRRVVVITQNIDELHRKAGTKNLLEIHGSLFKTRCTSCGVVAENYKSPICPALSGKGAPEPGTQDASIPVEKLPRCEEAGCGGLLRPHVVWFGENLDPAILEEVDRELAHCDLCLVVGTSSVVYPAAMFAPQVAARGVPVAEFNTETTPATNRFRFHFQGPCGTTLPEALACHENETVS
Numbers without * were called inactive; u = inconclusive; x = no result given; & = joins results of further samples.

SMILES	DENV2 CPE	LGR2 inh	ARNT-TACC3 inh	PAX8 inh HTS	SIRT5 inh	CASP6 VEID inh	EWS-Fli block
CCN(CC)C(=O)C[n+]1ccc(C(N)=O)cc1	-2	0	-8	-28	0	0	9
Cc1ccc(S(=O)(=O)N2CCC(C(=O)N3CCC3)CC2)cc1	6	-7	1	0	-3	-1	0
COc1ccc(-c2c([C@H]3[C@H]4C=CC[C@@H](C)[C@@H]4C(=O)N3Cc3ccccc3)ccc3ccccc23)cc1	x	15	1	28	x	x	31
COC(=O)c1c(NC(=O)CC2Nc3ccccc3NC2=O)sc(C)c1C (stereo not given)	2	-5	x	x	-1	0	-2
COc1ccc(N2C(=O)[C@@H]3[C@H](C2=O)[C@H]2c4ccccc4C=CN2[C@@H]3C(C)=O)cc1	-5	-17	41&12	23	-1	84*	0
CCCCn1c(N)c(N(CCOC)C(=O)CSCc2c(C)noc2C)c(=O)[nH]c1=O	1	-11	-3	-6	-6	-1	x
Cc1ccccc1NC(=O)Nc1nnc([C@@H]2C[C@H](O)[C@@H](CO)O2)s1	6	-7	x	-12	-1	-6	-13
CNC(=O)C[C@H]1CC[C@H]2[C@@H](COC[C@@H](O)CN2S(=O)(=O)c2cccc(Cl)c2)O1	u	1	-1	-17	1	1	4
COc1ccccc1N=C1SC(C(=O)Nc2cccc(Cl)c2Cl)C(N)=C1C(N)=O (stereo not given)	5	-5	0	-6	21*	-2	55*
COc1ccc(-c2ccc3c(c2)[C@H]2[C@H](CCN2S(=O)(=O)c2ccccc2C)[C@@H](CO)N3)cc1	-1	-35	22	23	8	0	-3
CO[C@@H]1CN(C)C(=O)c2ccc(NC(=O)CC(F)(F)F)cc2OC[C@@H](C)N(C(C)=O)C[C@@H]1C	-8	0	x	-6	1	0	2
O=C(Cc1cccs1)NCc1cccc(CNC(=O)Cc2cccs2)c1	1	25	x	-10	0	0	4
Cc1cccc(NC(=O)c2ncn3c2C(=O)NC[C@H]3C)c1	u	0	x	-19	2	0	4
O=C(C[C@@H]1C[C@@H]2c3cc(NS(=O)(=O)c4ccc(F)cc4)ccc3O[C@@H]2[C@@H](CO)O1)N1CCOCC1	-1	-14	-4	-6	-9	2	-2
O=C(C1CCCC1)N1CC2(C1)[C@H](c1ccccc1)[C@@H](CO)N2CC1CCCC1	9	-21	x	x	-3	1	1
O=C(N/N=C/c1cn(-c2ccccc2)nc1-c1cc2ccccc2o1)c1ccccc1Br	-2	-52	-18	28	-4	-6	-24
O=C(c1ccccc1F)N(NC(=O)C(O)(c1ccccc1)c1ccccc1)c1ccccc1	x	-1	-5	-7	x	x	x
C[C@@H](NC(=O)C[C@H]1C[C@@H]2c3cc(NC(=O)c4cccnc4)ccc3O[C@@H]2[C@H](CO)O1)c1ccccc1	-6	9	2	5	-1	-1	-1
O=C(N/N=C/c1ccc[nH]1)c1ccncc1	2	13	3	5	4	-1	-5
Cc1noc(C)c1NC(=O)NCC[C@@H]1CC[C@H](NC(=O)Nc2cccc(F)c2)[C@H](CO)O1	-2	0	-17	1	-4	-5	-8
CCOC(=O)C1CCN(C(=O)C2CCN(S(=O)(=O)N3CCC4(CC3)OCCO4)CC2)CC1	-4	13	-3	-6	-5	-6	x
CCc1ccc(Cn2nnc(C(=O)Nc3cccc(C)c3)c2N)cc1	-11	15	-5	-33	x	-3	-9
COc1ccc([N+](=O)[O-])cc1NC(=O)c1cn(-c2ccc(C)c(C)c2)c(=O)c2ccccc12	7	x	2	-9	0	1	10
CO[C@@]12[C@@H]3N[C@@H]3CN1C1=C(C(=O)C(N)=C(C)C1=O)[C@@H]2COC(N)=O	2	-18	23	48	x	28	27
Cc1ccc(C(=O)C(C)OC(=O)Cc2n[nH]c(=O)c3ccccc23)cc1C (stereo not given)	-6	7	0	-1	0	3	0
COC(=O)c1c(-c2ccc(C)cc2)csc1N	17	6	x	-2	x	2	5
FC(F)(F)c1cc(-c2cccs2)nc2ncnn12	14	0	-5	8	-64	4	-3
Cc1nonc1C1CCCN1Cc1nc(-c2ccccc2Cl)oc1C (stereo not given)	-1	1	-27	-4	-5	-2	7
O=C(CCC(=O)N1CCN(S(=O)(=O)c2ccccc2Cl)CC1)c1ccccc1	5	-2	1	-5	-3	-2	-9
CC(NC(=O)c1cc(-c2ccncc2)nc2ccc(Br)cc12)C1CCCO1 (stereo not given)	-4	-4	-6	-6	-4	3	x
O=C(C1=C[C@H](C2CCCCC2)C[C@H](OCc2ccc(CO)cc2)O1)N1CCCC1	14	x	x	-2	0	1	10
COc1ccccc1C#Cc1ccc2c(c1)[C@H]1[C@H](CCN1C(=O)CN1CCOCC1)[C@H](CO)N2	-3	4	24	27	x	x	29
COc1ccc(NC(=O)Nc2cccc3c2O[C@@H](CN(C)C(=O)Nc2ccc(C(F)(F)F)cc2)[C@@H](C)CN([C@H](C)CO)C3=O)cc1	-14	0	1	-5	x	x	-5
O=c1oc(-c2ccc(Br)cc2)nc2ccccc12	0	-18	1	-128	x	0	-103
CN(C(=O)COC(=O)c1ccc(S(=O)(=O)N2CCOCC2)cc1)c1ccccc1	81*	4	3	12	0	0	-13
COc1ccccc1OCCC(=O)Nc1nc(C)cs1	-1	-3	-4	4	-2	1	-11
CCn1ccnc1C(O)c1cccc2ccccc12 (stereo not given)	1	21	-5	-3	-1	-2	9
CC(=O)N/C(=C\c1ccccc1)C(=O)OCc1ccc(C)cc1	-4	-12	-2	3	0	-2	x
CN(C)C(=O)C[C@H]1CC[C@H]2[C@@H](COc3ccc(NC(=O)c4ccc(F)c(F)c4)cc3C(=O)N2C)O1	-7	-6	1	-8	4	1	2
O=C(NC1CCCCCC1)c1ccc([N+](=O)[O-])s1	u	-30	9	38	-3	6	1
Cc1ccc(/C=N/n2c(-c3ccncc3)n[nH]c2=S)cc1	4	5	x	6	-2	2	1
CCCNC(=O)N1C[C@@H](O)COC[C@@H]2O[C@H](CC(=O)N[C@H]3CCN(Cc4ccccc4)C3)CC[C@H]21	-2	-5	15	8	2	-1	5
Nc1c(C(=O)c2cccs2)sc2nsc(SCCN3CCCCC3)c12	29*	x	-12	-8	5	-2	-24
Cc1ccc(C(=O)O/N=C/c2c(C)nn(C)c2Cl)cc1	2	-10	-7	-6	5	2	11
C[C@@H]1CN([C@H](C)CO)C(=O)c2cc(NC(=O)C3CC3)ccc2O[C@H]1CN(C)Cc1ccc(C(F)(F)F)cc1	9	-2	0	7	9	0	-6
Cn1c(=O)c2c(nc(N/N=C/c3cccnc3)n2Cc2ccccc2)n(C)c1=O	-6	0	1	-1	-2	1	14
Cc1noc(C)c1NC(=O)Nc1ccc2c(c1)C(=O)N([C@H](C)CO)C[C@H](C)[C@H](CN(C)Cc1ccc(C(=O)Nc3ccccc3N)cc1)OCCCC[C@@H](C)O2	-5	4	x	-16	x	2	11
Cc1ccc(C(=O)OCC(=O)Nc2cccc(S(=O)(=O)N3CCCCC3)c2)s1	4	7	x	-12	x	-2	-3
Clc1ccccc1Cc1noc(CN2CCCCC2CCc2ccccn2)n1 (stereo not given)	-3	7	-4	-55	-6	1	-8
Cc1cccc(C)c1NC(=O)C(C1CC1)n1c(-c2ccc(-c3ccccc3)cc2)nc2ccccc21 (stereo not given)	-9	5	x	0	-3	-1	9

The results go on.
SMILES	DENV2 CPE	LGR2 inh	ARNT-TACC3 inh	PAX8 inh HTS	SIRT5 inh	CASP6 VEID inh	EWS-Fli block
C/C=C/c1ccc2c(c1)O[C@@H](CN(C)S(=O)(=O)c1ccccc1OC)[C@@H](C)CN([C@@H](C)CO)S2(=O)=O	2	-6	-3	-3	2	2	11
Cc1coc2c1c(C)cc1oc(=O)c(CC(=O)NCC(=O)N[C@H](C(=O)O)C(C)C)c(C)c12	7	8	3	0	-13	0	-6
O=C(O)CC1(C(=O)O)CCCC1	-2	12	-5	-8	-2	-2	1
O=C(CNS(=O)(=O)c1ccccc1)N/N=C/c1ccncc1	4	-15	2	-5	-2	-1	-8
Cc1c(C(=O)NN)[nH]c2ccc([N+](=O)[O-])cc12	-3	1	x	13	1	4	-7
Nc1ncnc2c1ncn2[C@@H]1O[C@H](C(=O)NCCCN2CCCC2=O)[C@@H](O)[C@H]1O	-9	x	x	-6	-1	3	2
CC1(c2ccc(Cl)cc2)NC(=O)N(CC(=O)N2CCc3ccccc32)C1=O (stereo not given)	4	-29	-1	24	-3	3	11
O=C(NC1CCCC1)c1cc2c(=O)n3ccccc3nc2s1	-2	-22	-2	-98	-16	-4	-67
C/C=C/c1cnc2c(c1)C(=O)N([C@H](C)CO)C[C@@H](C)[C@@H](CN(C)C(=O)NCCC)O2	10	11	-4	x	0	3	-10
C[C@H](CO)N1C[C@H](C)[C@@H](CN(C)Cc2ccc(C(=O)O)cc2)Oc2c(NS(=O)(=O)c3ccccc3)cccc2C1=O	2&-3	1&4	2	-10&17	-4&-1	3&6	-9&-1
CCc1ccc(-c2cnc3nc[nH]c(=O)c3n2)cc1	1	x	7	-13	-28	-1	-35
Cc1cccc(N2CCN(c3ccc(N4C(=O)CCCC4=O)cc3[N+](=O)[O-])CC2)c1C	-3	5	-1	-7	8	1	1
C[C@@H]1CN([C@H](C)CO)C(=O)c2cc(NC(=O)CCC(F)(F)F)ccc2O[C@@H](C)CCCCO[C@H]1CN(C)S(=O)(=O)c1ccc(Cl)cc1	-1	14	-3	51	14	2	2
COc1ccc2[nH]c3c(c2c1)CCN1C(=O)C(CC(=O)NCCN2CCOCC2)C[C@H](C(=O)N2CCOCC2)[C@@]31C (stereo not given in full)	u	8	8	-15	0	-4	-2
COc1ccc(NC(=O)Nc2ccc3c(c2)C(=O)N([C@@H](C)CO)C[C@H](C)[C@H](CN(C)C)OCCCC[C@H](C)O3)cc1	1	-10	9	-20	3	-1	0
C[C@H]1CN([C@@H](C)CO)C(=O)c2ccccc2-c2ccccc2CO[C@H]1CN(C)Cc1cccc(C(=O)O)c1	-4	0	-3	-3	7	1	-1
O=C(C[n+]1cccc(NC(=O)c2ccccc2)c1)c1cccc([N+](=O)[O-])c1	8	-4	x	-4	5	1	-7
COc1ccc(Oc2cccc(Cl)c2CNC(=O)CCC(=O)O)cc1	0	x	-3	7	-4	-3	6
CO[C@H]1CN(C)C(=O)c2ccc(NS(=O)(=O)c3ccccc3C)cc2OC[C@H](C)N(C)C[C@@H]1C	1	-3	x	3	0	1	x
Cc1ccc(S(=O)(=O)N2CCC(C(=O)Nc3cccnc3)CC2)cc1	-3	6	-17	x	-3	-1	-1
COc1ccccc1-n1cc2ccc([N+](=O)[O-])cc2n1	-5	-87	-4	-72	-2	1	-115
O=C(c1ccco1)N1CCN(c2ncnc3scc(-c4ccc(Cl)cc4)c23)CC1	-5	-13	x	31	8	5	10
COc1cccc(CNC(=O)C[C@@H]2C=C[C@@H](NC(=O)C3CC3)[C@H](CO)O2)c1	-3	5	34	-11	1	0	0
COC(=O)C1C(c2ccc(OC)cc2)NC(=O)NC1(O)C(F)(F)Cl (stereo not given)	-1	32	-5	8	-7	-1	-4
COc1cc2c(cc1OC)C(c1ccccc1)CC2=O (stereo not given)	0	4	-6	13	-1	1	14
CCOc1ccc(N(C)S(=O)(=O)c2cc(-c3cc(C)no3)ccc2OC)cc1	-10	1	4	10	1	1	x
CC(=O)N1CCOc2ccc(S(=O)(=O)N3CCC(C(=O)NCc4ccc(C)cc4)CC3)cc21	2	13	3	3	0	-2	6
CC(C)NC(=O)N1[C@H](CO)[C@@H]2c3ccccc3N(C(=O)C3CCC3)C[C@@H]21	-9	5	-3	7	-2	1	-2

An excerpt from above in order of SMILES length, lowest first:
SMILES	DENV2 CPE	LGR2 inh	ARNT-TACC3 inh	PAX8 inh HTS	SIRT5 inh	CASP6 VEID inh	EWS-Fli block
CCc1ccc(-c2cnc3nc[nH]c(=O)c3n2)cc1	1	x	7	-13	-28	-1	-35
Cc1c(C(=O)NN)[nH]c2ccc([N+](=O)[O-])cc12	-3	1	x	13	1	4	-7
Nc1ncnc2c1ncn2[C@@H]1O[C@H](C(=O)NCCCN2CCCC2=O)[C@@H](O)[C@H]1O	-9	x	x	-6	-1	3	2
